TDP1 inh: blocks human tyrosyl-DNA phosphodiesterase 1; AID 485290; hit rate 0.28% among 350,000; Q9NUW8; Potency, µM (series often up to 130 µM), for the others: at the top dose activity change, negative = inhibition, usual class: inhibitors; recombinant TDP1, AlphaScreen DNA substrate cleavage; note: nearly all actives have a fitted effect of over 40% in size
Target sequence (Q9NUW8 whole entry, looked up): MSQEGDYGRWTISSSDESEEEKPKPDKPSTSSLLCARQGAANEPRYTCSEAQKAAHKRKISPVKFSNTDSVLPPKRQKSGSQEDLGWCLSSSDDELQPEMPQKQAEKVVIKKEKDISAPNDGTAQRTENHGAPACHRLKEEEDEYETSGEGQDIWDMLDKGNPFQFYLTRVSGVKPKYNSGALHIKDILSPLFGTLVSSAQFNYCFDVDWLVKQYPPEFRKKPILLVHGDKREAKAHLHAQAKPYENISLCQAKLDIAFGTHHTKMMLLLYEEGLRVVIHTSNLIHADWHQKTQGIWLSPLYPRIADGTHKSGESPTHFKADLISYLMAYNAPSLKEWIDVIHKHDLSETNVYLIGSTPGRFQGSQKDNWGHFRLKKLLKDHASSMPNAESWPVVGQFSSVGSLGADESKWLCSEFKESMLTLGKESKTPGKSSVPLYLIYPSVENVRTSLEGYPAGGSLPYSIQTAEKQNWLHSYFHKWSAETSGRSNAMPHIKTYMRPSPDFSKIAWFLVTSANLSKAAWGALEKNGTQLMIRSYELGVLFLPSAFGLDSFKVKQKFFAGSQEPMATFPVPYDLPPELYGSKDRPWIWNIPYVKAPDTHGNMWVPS
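Recombinant E. coli-expressed Tdp1 (1 nM) preincubated with compound 15 min at RT, then 5'-biotin/3'-phosphotyrosine-FITC DNA substrate (15 nM) added for 5 min. AlphaScreen beads (10 ug/ml) added, 10 min RT; tyrosine-FITC cleavage read as signal loss.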
KAT2A inh: GCN5L2 (KAT2A) acetyltransferase inhibition; GCN5L2 HAT assay, ThioGlo1 CoA-SH fluorescence; Q92830; hit rate 0.21% among 390,000; Potency, µM (titrated, usually from 58.9 µM), for the others: at the highest dose activity change, negative = inhibition, actives largely listed as inhibitors; AID 504327
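Fluorescence readout, Ex340nm/Em540nm: ThioGlo1 (50uM final) reacts with free CoA thiol released as 20nM GCN5L2 acetylates H3(1-25) peptide (75uM) using acetyl-CoA (70uM). Compound and enzyme sat 15 min beforehand; 20 min room-temperature reaction.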
TDP1 cell noCPT: qHTS for Inhibitors of human tyrosyl-DNA phosphodiesterase 1 (TDP1): qHTS in cells in absence of CPT | Potency, µM (doses to about 46.2 µM), for inactives: at the highest dose activity change, negative = growth inhibition, most hits filed as inhibitors | DT40 Tdp1-/- hTDP1 cells, no CPT, ATP luminescence, 48 h | hit rate 15% among 420,000; note: nearly all actives have a fitted effect of over 55% in size
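Luminescent ATP content (CellTiter-Glo) served as the growth readout. Knockout chicken DT40 cells expressing human TDP1 were exposed to compounds without camptothecin for a minimum 48 hr at 37 °C.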
* = called active by the depositor; ? = inconclusive; . = not tested or not shown; [ ] = remark or other dose. Calls come from the whole dose curve; as a rule, active = well fitted curve in the direction sought with a large enough effect; inconclusive = small, poorly fitted or top-dose-only effect, or another doubt; inactive = no such curve, though single readings can be large; an effect the other way counts as inactive or inconclusive. % is set by controls: 0 for no effect and ±100 for the full control effect; potency is the fitted concentration of half-maximal effect.

The opening 4 entries (preview)
Second line of a record: TDP1 inh | KAT2A inh | TDP1 cell noCPT
- Cn1nc(C(F)(F)F)c(C(=O)Nc2cccc(Cl)c2)c1Cl
→ 3% | -3% | ?
- Cc1cc(-c2nn(-c3ccccc3F)cc2CN(C)CC(O)CO)c(C)s1 (centres undefined)
→ . | -1% | -26%
- CCOc1cc(CNS(=O)(=O)c2ccc3c(c2)C(C)(C)C(=O)N3)cc(OCC)c1OCC
→ 3% | -4% | -28%
- Cc1ccc(S(=O)(=O)NCc2ccc(C(=O)NC3CCC(O)CC3)cc2)cc1C (centres undefined)
→ 0% | 2% | -8%

The list itself, previewed entries included:
Second line of a record: TDP1 inh | KAT2A inh | TDP1 cell noCPT
- Cn1nc(C(F)(F)F)c(C(=O)Nc2cccc(Cl)c2)c1Cl
→ 3% | -3% | ?
- Cc1cc(-c2nn(-c3ccccc3F)cc2CN(C)CC(O)CO)c(C)s1 (centres undefined)
→ . | -1% | -26%
- CCOc1cc(CNS(=O)(=O)c2ccc3c(c2)C(C)(C)C(=O)N3)cc(OCC)c1OCC
→ 3% | -4% | -28%
- Cc1ccc(S(=O)(=O)NCc2ccc(C(=O)NC3CCC(O)CC3)cc2)cc1C (centres undefined)
→ 0% | 2% | -8%
- N=c1sccn1CC(=O)Nc1ccccc1Cc1ccccc1
→ 2% | 0% | ?
- CCn1c(/C=N/n2cnnc2)nc2ccccc21
→ 6% | -6% | -5%
- COc1ccccc1N1CCN(S(=O)(=O)c2ccc3c(c2)NC(=O)CS3)CC1
→ 4% | 0% | ?
- O=C(c1cn2ccccc2n1)N1CCc2c([nH]c3ccccc23)C1c1ccccn1 (centres undefined)
→ . | -14% | -8%
- COc1ccc(NC(=O)CCN2CCN(S(=O)(=O)c3ccc(Cl)cc3)CC2)cc1
→ 2% | 1% | -26%
- O=c1c(Cc2ccc(Cl)cc2)c(O)ccn1Cc1cccs1
→ 0% | -5% | 9%
- CCc1nnc(NC(=O)CSc2nncc(=O)n2N)s1
→ -6% | -4% | 18%
- COc1ccc2cc3cc(C(=O)NCc4ccccc4OC)oc3nc2c1
→ 5% | -3% | ?
- Cc1ccnc2nc(C(=O)N3CCN(c4ccc(F)cc4)CC3)nn12
→ 0% | 0% | 6%
- CC(NC(=O)c1cc2ccccc2o1)C(=O)O (centres undefined)
→ 2% | -2% | 3%
- Cc1ccc(NC(=O)c2ccccn2)cc1S(=O)(=O)N1CCOCC1
→ 1% | -4% | -7%
- CCN(C(=O)c1ccco1)c1nc(CC(=O)Nc2ccc(Cl)cc2)cs1
→ 4% | -1% | 16µM*
- Cc1nc2ccc(NC(=O)N(C)c3ccccc3)cc2s1
→ -1% | -1% | -23%
- COc1ccc([N+](=O)[O-])cc1NC(=O)CSc1nncn1-c1ccccc1
→ 3% | -2% | -25%
- CCCCOC(=O)CSc1n[nH]c(=O)[nH]c1=O
→ -2% | -15% | 9%
- C=CCOc1ccccc1/C=N/O
→ 1% | -1% | -4%
- COCCNC(=S)N/N=C(\C)c1ccccc1O
→ 8% | 2% | 0.082µM*
- CC(C)OCCCN(C)C1CCN(S(=O)(=O)c2ccc(-c3ccc(=O)[nH]n3)s2)CC1
→ -2% | -3% | 16%
- COc1ccc(-c2nc(CN(C)C(C)c3ccon3)c(C)o2)c(C)c1C (centres undefined)
→ 9% | -7% | ?
- Cc1ccc([N+](=O)[O-])cc1S(=O)(=O)Nc1cccc(S(=O)(=O)Nc2ccccc2C(=O)O)c1
→ -1% | 1% | 11%
- O=C(Nc1cc(C(F)(F)F)ccc1N1CCOCC1)c1ccccc1F
→ 2% | -6% | ?
- CC(=O)N[C@H]1[C@@H](O[C@@H](C)C(=O)O)[C@H](O)[C@H](CO)O[C@@H]1O
→ 13%[21 µM] | 3%[21.4 µM] | .
- O=C(COC(=O)c1ccco1)Nc1nc2ccccc2s1
→ 3% | -13% | -12%
- C#CCOc1c(Cl)cc(C2C3=C(CCCC3=O)N(CC(=O)O)C3=C2C(=O)CCC3)cc1OC
→ . | -20% | 2%
- CCOC(=O)c1ccc(NC(=O)CN2c3ccccc3S(=O)(=O)c3ccccc32)cc1
→ 7% | -9% | ?
- O=C(NCCn1ccc2ccccc21)c1ccc(Cl)cc1
→ -9%[12.3 µM] | -8% | ?
- c1ccc(Nc2ncncc2-c2ccc3c(c2)OCO3)cc1
→ . | -5% | -13%
- O=C(COC(=O)c1cnc(Cl)c(Cl)c1)NCc1cccs1
→ 3% | 0% | ?
- O=C(CSc1ncnc2ccccc12)Nc1cccc(S(=O)(=O)N2CCOCC2)c1
→ -5% | 0% | 16µM*
- CN(C)c1ccc(C=NCC2COc3ccccc3O2)cc1 (centres undefined)
→ -5% | 22% | 2%
- COC(=O)CC(NS(=O)(=O)c1cccs1)c1cccc2ccccc12 (centres undefined)
→ -3% | 2% | -25%
- CCCc1[nH]n(-c2ccc(F)cc2)c(=O)c1C=Nc1cccc(F)c1
→ 0% | -7% | 6.5µM*
- CC(C)CCSc1nc(N)c(C#N)cc1C#N
→ -7% | -5% | 18µM*
- O=C(Cc1coc2ccc3ccccc3c12)NCc1ccccc1
→ 3% | -4% | ?
- O=C(CCS(=O)(=O)c1ccccc1)Nc1ccc(-c2nc3ccccc3s2)c(O)c1
→ 1% | ? | 4%
- CCN(C(=O)CCS(=O)(=O)c1cccc2nonc12)c1ccc(C)c(C)c1
→ 10% | -2% | ?
- CCc1cc2c(NCC3CCCO3)nc(C)nc2s1 (centres undefined)
→ 2% | 0% | ?
- Cc1cccn2c(=O)nc(SCC(=O)NC3CCCC3)nc12
→ -8%[0.505 µM] | 6% | -12%
- O=C(COC(=O)c1ccc(O)cc1)Nc1ccc(Cl)cc1
→ -8% | -4% | ?
- NNC(=O)c1nc(-c2ccccc2)n2c1CCCCC2
→ 7% | -7% | -5%
- Cc1ccc(C)c(Cn2c3ccccc3c3cnn(CC(=O)NC4CCC(C)CC4)c(=O)c32)c1 (centres undefined)
→ 3% | -7% | 13µM*
- Cc1ccc(C(=O)N=c2sccn2C)cc1C
→ 3% | -24% | ?
- Nc1nc2c(nc(N3CCCCC3)n2[C@@H]2O[C@H](CO)[C@@H](O)[C@H]2O)c(=O)[nH]1
→ . | -4% | -4%
- CCOc1ccc(OCCOCCNCCOC)cc1
→ -10% | 1% | -5%
- CC(C)NC(=S)Nc1ccc(S(=O)(=O)Nc2ncccn2)cc1
→ 1% | -2% | -5%
- CC(C)CC1Nc2ncnc(N3CCN(c4ccccc4)CC3)c2N(Cc2ccccc2)C1=O (centres undefined)
→ . | -19% | 15µM*
- Cc1ccc(S(=O)(=O)NNC(=O)CC#N)cc1
→ . | -3% | 2%
- Cc1cccc(C)c1Nc1c(-c2ccccn2)nc2ccccn12
→ 10% | -14% | 6.5µM*
- COc1ccc(C(=O)C2CCCN(C(=O)C3CCOCC3)C2)cc1OC (centres undefined)
→ 2% | -11% | -12%
- CCOC(=O)N1CCN(C(=O)c2cc(-c3ccc(OCC)cc3)nc3ccccc23)CC1
→ 0% | -17% | 3.7µM*
- Cc1ccc(NC(=S)NCc2ccc3c(c2)OCO3)c(C)c1
→ 3% | -6% | 21µM*
- O=C(CCC(NC(=O)OCc1ccccc1)C(=O)OCC(=O)N1CCCCC1)OCC(=O)N1CCCCC1 (centres undefined)
→ 0% | -3% | -2%
- O=S(=O)(c1cccc(C(F)(F)F)c1)n1c(/C=C/c2ccccc2)nc2ccccc21
→ -5% | 3% | 10µM*
- CCOC(=O)c1sc2c(c1C)c(=O)n(CCO)c(=O)n2Cc1ccccc1
→ . | -10% | 16µM*
- O=C(Nc1ccc2c(c1)OCCO2)C(=O)NC1CC1
→ -7% | -5% | -27%
- COc1ccc(C(=O)N2CCCCC2)cc1S(=O)(=O)Nc1ccccc1
→ 2% | -7% | 1%

Next part:
Second line of a record: TDP1 inh | KAT2A inh | TDP1 cell noCPT
- CCOC(=O)c1c(C)n(C)c2cc(Br)c(OC)cc12
→ -2% | -9% | -3%
- CCCCCCC(=O)N1CCCC(c2nc(-c3cccc(OC)c3)no2)C1 (centres undefined)
→ . | 3% | ?
- CCOC(=O)N1CCC(NC(=O)c2cc3c(=O)n(C)c4ccccc4c3n2C)CC1
→ 8% | 2% | ?
- COc1cc(NC(=O)c2ccccc2)c(C)cc1NC(=O)CC(CC(=O)O)c1ccccc1 (centres undefined)
→ . | 22% | 9%
- CCOc1ccc(CNC(=O)Cc2ccc(NC(=O)N3CCCCc4ccccc43)cc2)cc1OC
→ 7% | 5% | ?
- COc1ccc(CCN(/C=C2\Sc3ccccc3C2=O)C(C)=O)cc1OC
→ 1% | -6% | -26%
- CN1CCN(S(=O)(=O)c2ccc(NS(=O)(=O)c3ccccc3)cc2)CC1
→ 3% | -14% | 3%
- Cc1ccc(SC(=O)COc2ccccc2C)cc1
→ -8% | -3% | ?
- CCNc1nc(NCC)nc(NS(=O)(=O)c2ccc(N)cc2)n1
→ 6% | -6% | -2%
- COc1ccc(C(=O)N2CCC3(CC2)CN(c2ccccc2)C3)cc1
→ . | 10% | ?
- O=C(Oc1c(-c2ccccc2Cl)oc2ccccc2c1=O)c1ccc(Cl)cc1
→ 2% | -5% | ?
- COc1ccc(CC(=O)Nc2sc3c(c2C(=O)Nc2cccc(Cl)c2)CCCCC3)cc1
→ 3%[12.3 µM] | -5% | ?
- O=C(c1ccc2c(c1)N(Cc1ccccc1)C(=O)c1ccccc1S2(=O)=O)N1CCCC1
→ 0% | -4% | 23µM*
- C=CCN(CC=C)S(=O)(=O)c1ccc(NC(=S)NC(=O)C2CC2)cc1
→ 1% | -6% | 13µM*
- Cn1cc(S(=O)(=O)N2CCN(C(=O)c3ccco3)CC2)c(=O)n(C)c1=O
→ 6% | -5% | 1%
- N=c1c2c3c(sc2ncn1N)CCCCC3
→ 5% | 1% | 19%
- Cc1cccc(N2CCN(S(=O)(=O)c3cc4c(cc3Cl)NC(=O)CO4)CC2)c1C
→ . | -25% | -19%
- COc1ccc(OC)c(C(=O)NC(CC(N)=O)c2ccc(N3CCC(N4CCCCC4)CC3)c([N+](=O)[O-])c2)c1 (centres undefined)
→ . | -4% | -1%
- CCOC(=O)C1=C(c2ccccc2)Nc2c(c(=O)n(C)c(=O)n2C)C1c1ccc(O)c(OC)c1 (centres undefined)
→ 7% | 3% | -5%
- CC(=O)Nc1cc(C(=O)Nc2ccc3c(c2)N(C)C(=O)c2ccccc2S3)ccc1C
→ -1% | -3% | 0.92µM*
- CCOc1cc(/C=N/NC(=O)CN2CCOCC2)ccc1OCc1ccccc1
→ 3% | -2% | ?
- COc1ccc(CNC(=O)C(c2ccco2)N(C(=O)Cc2cccs2)c2cccnc2)cc1 (centres undefined)
→ 0% | 18% | ?
- O=C(CN1CCC(NC(=O)c2cccc(F)c2)CC1)NCc1cccs1
→ 2% | 1% | -16%
- CCc1ccc(NC(=O)CSc2n[nH]c(C)c2[N+](=O)[O-])cc1
→ 2% | -1% | -4%
- CCc1ccc(-n2nc3ccc(NC(=O)c4ccc(C#N)cc4F)cc3n2)cc1
→ -3% | -5% | .
- COCC(=O)N1CCC(Oc2ccc(C(=O)N3CCCCC3COC)cc2)CC1 (centres undefined)
→ 0% | ? | 15%
- Cc1ccc([N+](=O)[O-])cc1NC(=S)NCCc1ccccc1
→ 6% | -2% | -10%
- Cc1ccc(S(=O)(=O)N2CCC(C(=O)OCC(=O)N3CC(C)CC(C)C3)CC2)cc1C (centres undefined)
→ 0% | -1% | -15%
- CN1CCN(c2oc(-c3ccc(OCc4ccc(Cl)cc4)cc3)nc2C#N)CC1
→ 2% | . | ?
- NC(=O)c1nsc(C(=O)N(CC(=O)NC2CCCC2)c2cccc(C(F)(F)F)c2)c1N
→ . | -11% | ?
- COc1cccc(C2Nc3ccccc3C(=O)N2c2ccc(F)cc2)c1O (centres undefined)
→ . | 1% | -2%
- CC1=C(C(=O)Nc2ccccc2C(=O)NCc2ccccc2)SCCO1
→ 6% | -2% | ?
- COc1ccc(N2CC(C(=O)Nc3ccc(NC(C)=O)cc3)CC2=O)cc1 (centres undefined)
→ 1%[12.3 µM] | -12% | -1%
- CCN(CC)CC#CCC(O)(c1ccccc1)C1CCCCC1 (centres undefined)
→ -3% | 1% | ?
- CC(C)c1cnc2c(c1SCC(=O)c1ccccc1)c(=O)n(C)c(=O)n2C
→ 5% | -3% | 13µM*
- CC(C)(CO)NCC(O)Cn1cc(C=O)c2ccccc21 (centres undefined)
→ 6% | -2% | 5%
- O=C(CCSCCC(=O)NCc1ccccc1)NCc1ccccc1
→ 2% | -4% | -2%
- CC(C)C(Nc1ccc(S(=O)(=O)N2CCOCC2)cc1[N+](=O)[O-])C(=O)O (centres undefined)
→ -2% | -4% | -18%
- CCN1CCN(CC(=O)Nc2ccc(OC(F)(F)F)cc2)CC1
→ . | 0% | -9%

Screening data deposited in PubChem BioAssay by National Center for Advancing Translational Sciences (NCATS).

Not all compounds are listed, so the mix of outcomes need not match the whole.
